Smad3 inh – Smad3/FoxH1 peptide binding inhibitors, primary screen, biochemical, TR-FRET; Mothers against decapentaplegic homolog 3 (Homo sapiens), P84022; TR-FRET Smad3/Dy647-FoxH1 peptide binding, europium anti-His; inhibition, % at 25 µM; 0.29% of 88,000 active; AID 630, 2007;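 active means compounds that reduce the energy-transfer binding signal between the protein and its labelled peptide by more than half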;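 further: 0% = Smad3 plus labelled peptide maximal FRET and 100% = peptide-only background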
Target sequence (P84022 whole entry, looked up): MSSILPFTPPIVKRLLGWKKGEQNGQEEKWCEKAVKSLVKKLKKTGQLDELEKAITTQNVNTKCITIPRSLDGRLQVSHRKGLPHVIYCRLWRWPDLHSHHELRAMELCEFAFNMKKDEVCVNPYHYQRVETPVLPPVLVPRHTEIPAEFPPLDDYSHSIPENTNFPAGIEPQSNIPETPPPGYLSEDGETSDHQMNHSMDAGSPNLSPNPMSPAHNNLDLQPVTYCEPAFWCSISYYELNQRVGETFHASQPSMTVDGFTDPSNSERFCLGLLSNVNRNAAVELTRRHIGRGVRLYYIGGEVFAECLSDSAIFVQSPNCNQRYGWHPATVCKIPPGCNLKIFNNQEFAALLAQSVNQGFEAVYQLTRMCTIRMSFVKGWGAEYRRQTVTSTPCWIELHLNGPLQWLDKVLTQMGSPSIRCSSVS
cytoskel mod – modifiers of F-actin cytoskeleton organization, primary screen, imaging, HUVEC, phalloidin staining, high-content imaging; HUVEC TNFa F-actin phalloidin imaging; inhibition, % at 2 µM; 0.18% of 91,000 active; AID 836, 2007;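 active means inhibition above the batch mean plus 3 SD and confirmed as a hit by visual image inspection, cut at about 30% in these data, passing the limit was not always enough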; further: strong numbers were not always called active
Candida biofilm – clotrimazole potentiators killing Candida biofilms, primary screen, with clotrimazole, Alamar Blue; C. albicans biofilm + clotrimazole; inhibition, % at 6 µM; 0.14% of 85,000 active; AID 834, 2007;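 active means inhibition above 20%; inactive means inhibition below 20%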;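 further: preformed 24 hr biofilms exposed to compound for 48 hr; 0% = biofilm without compound and 100% = blank killed by clotrimazole plus chlorhexidine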
ERb SRC1 inh – inhibitors of ERβ-SRC1 coactivator interaction, primary screen, biochemical, TR-FRET, ERβ LBD, SRC-1 peptide; AID 633, 2007; inhibition, % at 25.6 µM; 1.3% of 86,000 active; TR-FRET ER-beta LBD / SRC1-Cy5 peptide binding; receptor agonist-loaded with 1 µM estradiol; Estrogen receptor beta (Homo sapiens), Q92731;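 active means compounds whose percent inhibition of the receptor-coactivator binding signal exceeds about 50% in the single-dose screen, limit read from the data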;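 further: 0% = receptor plus peptide wells without compound and 100% = peptide-only wells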
Target sequence (Q92731 whole entry, looked up, the tested form may be a part): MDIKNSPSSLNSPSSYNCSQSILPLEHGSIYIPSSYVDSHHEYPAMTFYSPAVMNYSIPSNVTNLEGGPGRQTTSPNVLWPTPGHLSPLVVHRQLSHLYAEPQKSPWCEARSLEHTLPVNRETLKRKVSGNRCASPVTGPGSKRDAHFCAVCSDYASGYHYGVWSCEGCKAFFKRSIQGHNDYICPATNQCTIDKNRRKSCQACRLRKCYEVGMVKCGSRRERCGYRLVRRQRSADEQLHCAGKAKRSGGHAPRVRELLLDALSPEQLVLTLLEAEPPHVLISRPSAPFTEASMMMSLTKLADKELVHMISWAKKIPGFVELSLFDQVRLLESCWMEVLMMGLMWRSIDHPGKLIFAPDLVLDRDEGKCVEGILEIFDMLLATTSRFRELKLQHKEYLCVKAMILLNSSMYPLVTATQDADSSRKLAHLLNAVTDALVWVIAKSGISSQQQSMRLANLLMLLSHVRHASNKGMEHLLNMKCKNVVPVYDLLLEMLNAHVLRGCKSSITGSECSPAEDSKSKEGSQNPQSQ
sEH inhibitor – soluble epoxide hydrolase inhibitors, primary screen, biochemical, human sEH; 0.34% of 91,000 active; recombinant human sEH enzymatic activity assay; Bifunctional epoxide hydrolase 2 (Homo sapiens), P34913; inhibition, % at 2 µM; in the data active means inhibition above about 80%; further: values of inactives mirror those of a sister screen read the other way; many of its hits are not listed in these tables
IL1B cytotox – cytotoxicity in IL-1B stimulated HUVEC, primary screen, cytotoxicity control for IL-1B NFkB translocation project, imaging, Hoechst nuclear count, IL-1B stimulus | cell count reduction, % at 2 µM | 0.41% of 94,000 active | HUVEC cell count loss;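 active means cell count reduction more than 3 SD above the screen-wide mean, cut at about 70% in these data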;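 further: normalized per plate to untreated control cells as the no-loss baseline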
TNFa cytotox – cytotoxicity in TNFa-stimulated HUVEC, primary screen, cytotoxicity control for VCAM1 expression modulator project, imaging, Hoechst nuclei count; HUVEC TNFalpha-stimulated, Hoechst cell count; cell count reduction, % at 2 µM; 0.17% of 93,000 active; AID 848, 2007;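 active means cell count reduction exceeding the screen mean by over 5 SD, scaled to untreated wells per plate, cut at about 78% in these data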;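 further: cells counted after 24 h of TNF alpha exposure following the 1 h pretreatment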
VCAM1 TNFa inh – inhibitors of TNFa-induced VCAM1 expression, primary screen, imaging, HUVEC, TNFa stimulus, immunofluorescence | HUVEC TNFa-induced VCAM-1 immunofluorescence, high-content imaging | inhibition, % at 2 µM | 0.48% of 95,000 active | AID 802, 2007;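 active means inhibition above the batch mean plus 3 SD, with images confirmed as a hit by eye, cut at about 37% in these data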;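 further: 0% = TNF-stimulated DMSO wells and 100% = unstimulated control wells; not every result past the cut was called active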
sEH act – soluble epoxide hydrolase activators, primary screen, biochemical, human sEH; activation, % at 2 µM; 0.04% of 91,000 active; purified human sEH enzymatic activity, activator screen; AID 717, 2007; in the data active means activation above about 37%; further: values of inactives mirror those of a sister screen read the other way
* hit, by the source's call; · = no result given; & = joins results of further samples; [ ] = another dose, or the depositor's remark.

Start of the listing, in advance (13 entries):
SMILES	Smad3 inh	cytoskel mod	Candida biofilm	ERb SRC1 inh	sEH inhibitor	IL1B cytotox	TNFa cytotox	VCAM1 TNFa inh	sEH act
Clc1ccc(OCCn2c(-c3ccco3)nc3ccccc32)cc1	-8	-14	1	-7	-17	-8	-3	-8	14
COC(=O)CN(C(=S)Nc1ccccc1)C1CC(=O)N(c2ccc(OC)cc2)C1=O (stereo unspecified)	·	19	·	·	8	-18	-20	-4	-7
Cc1ccc2cc(CCNC(=O)CC(C)C)c(=O)[nH]c2c1	·	-6	·	·	-7	19	-10	4	7
c1ccc(COc2ccc(-c3csnn3)cc2)cc1	·	-20	·	·	2	26	8	-19	0
O=C1c2ccccc2C(=O)N1c1ccc(S(=O)(=O)N2CCN(c3ccccc3)CC2)cc1	-17	6	-1	10[fluorescence artefact?]	3	-36	1	-2	-3
CCN1CCN(c2nc3c(c(=O)n(C)c(=O)n3C)n2Cc2cccc3ccccc23)CC1	3	4	1	-10	3	-17	-2	18	-4
CC(=O)Nc1cccc(N2C(=O)CCC2=O)c1	0	10	3	6	5	-20	-14	15	-6
COc1ccc(OC)c(S(=O)(=O)Nc2ccc(C(C)=O)cc2)c1	-3	-19	3	-9	-5	-5	-5	-6	6
O=C(OCC(=O)c1c[nH]c2ccccc12)c1ccc(Br)o1	·	-8	·	·	-12	-1	1	10	12
CSC(=NCc1cccnc1)NS(=O)(=O)c1cccs1	10	12	9	3	-10	-8	-10	19	10
O=C(CN1CCN(c2ncccn2)CC1)NCCC1=CCCCC1	11	·	8	5	8	-94	-75	7	-7
CC(=O)c1ccc(NC(=O)c2ccc3nc(-c4ccco4)c(-c4ccco4)nc3c2)cc1	-4	-9	4	95*[fluorescence artefact?]	-3	-5	6	36	3
COc1ccc(Cl)cc1S(=O)(=O)N1CCN(C(=O)COc2ccccc2)CC1	·	8	·	·	-8	13	-14	22	11

This part in full, from the first entry:
SMILES	Smad3 inh	cytoskel mod	Candida biofilm	ERb SRC1 inh	sEH inhibitor	IL1B cytotox	TNFa cytotox	VCAM1 TNFa inh	sEH act
Clc1ccc(OCCn2c(-c3ccco3)nc3ccccc32)cc1	-8	-14	1	-7	-17	-8	-3	-8	14
COC(=O)CN(C(=S)Nc1ccccc1)C1CC(=O)N(c2ccc(OC)cc2)C1=O (stereo unspecified)	·	19	·	·	8	-18	-20	-4	-7
Cc1ccc2cc(CCNC(=O)CC(C)C)c(=O)[nH]c2c1	·	-6	·	·	-7	19	-10	4	7
c1ccc(COc2ccc(-c3csnn3)cc2)cc1	·	-20	·	·	2	26	8	-19	0
O=C1c2ccccc2C(=O)N1c1ccc(S(=O)(=O)N2CCN(c3ccccc3)CC2)cc1	-17	6	-1	10[fluorescence artefact?]	3	-36	1	-2	-3
CCN1CCN(c2nc3c(c(=O)n(C)c(=O)n3C)n2Cc2cccc3ccccc23)CC1	3	4	1	-10	3	-17	-2	18	-4
CC(=O)Nc1cccc(N2C(=O)CCC2=O)c1	0	10	3	6	5	-20	-14	15	-6
COc1ccc(OC)c(S(=O)(=O)Nc2ccc(C(C)=O)cc2)c1	-3	-19	3	-9	-5	-5	-5	-6	6
O=C(OCC(=O)c1c[nH]c2ccccc12)c1ccc(Br)o1	·	-8	·	·	-12	-1	1	10	12
CSC(=NCc1cccnc1)NS(=O)(=O)c1cccs1	10	12	9	3	-10	-8	-10	19	10
O=C(CN1CCN(c2ncccn2)CC1)NCCC1=CCCCC1	11	·	8	5	8	-94	-75	7	-7
CC(=O)c1ccc(NC(=O)c2ccc3nc(-c4ccco4)c(-c4ccco4)nc3c2)cc1	-4	-9	4	95*[fluorescence artefact?]	-3	-5	6	36	3
COc1ccc(Cl)cc1S(=O)(=O)N1CCN(C(=O)COc2ccccc2)CC1	·	8	·	·	-8	13	-14	22	11
CCOC(=O)CN(C(=O)Cn1nnc(-c2ccc(OC)cc2)n1)C(C(=O)NC1CCCC1)c1ccc(F)cc1 (stereo unspecified)	-5	22	6	-8	0	3	-19	4	-1
CCCn1c(=O)[nH]c(=O)c2c1nc(-c1ccc3c(c1)OCCO3)n2CCN1CCOCC1	8	31	1	-2	5	0	-33	14	-6
CN1CCN(Cc2cc(=O)oc3ccc(Cl)cc23)CC1	-7	9	1	-1[fluorescence artefact?]	12	-6	-27	-26	-12
CC1CCCC(NC2CCCCNC2=O)C1 (stereo unspecified)	1	7	2	-7	-7	16	7	6	8
CCOC(=O)c1c(NC(C)=O)sc2c1CCC(C=NCCCN(CC)CC)=C2Sc1ccccc1	-4	-12	0	2	2	2	6	12	-2
CN(c1ccccc1C(N)=O)S(=O)(=O)c1ccccc1	8	-2	6	-12[fluorescence artefact?]	5	-4	0	29	-2
Fc1c(F)c(F)c(CSc2nc3ccccc3[nH]2)c(F)c1F	2	-12	5	2	16	-61	6	-8	-13
Clc1ccc(C(c2nnnn2C2CCCC2)N2CCN(c3nc4ccccc4s3)CC2)cc1 (stereo unspecified)	11[fluorescence artefact?]	-14	-1	-5	-11	-35	-6	-20	14
COC(=O)CC(NC(=O)c1ccc(C)cc1)c1ccccc1 (stereo unspecified)	16	10	3	3	12	1	-40	-9	-10
CN1C(=O)SC(Nc2cccc3ccccc23)C1=O (stereo unspecified)	7	-3	5	-27[fluorescence artefact?]	-3	5	-29	-1	6
CCS(=O)(=O)NCC(c1cccnc1)N1CCN(c2ccc(F)cc2)CC1 (stereo unspecified)	1	·	-2	-13	13	·	·	·	-13
COCCn1nnnc1CN1CCN(c2cccc(C(F)(F)F)c2)CC1	11	-9	4	-5[fluorescence artefact?]	·	5	3	10	·
COc1ccc(NC(=O)CCC(=O)OC(C(=O)c2ccccc2)c2ccccc2)cc1 (stereo unspecified)	·	-11	·	·	0	·	1	10	0
CCOC(=O)c1cc(C(=O)Nc2ccccc2F)nn1C	·	-12	·	·	-1	8	-27	-30	2
COc1ccccc1NC(=O)c1ccc(-c2ccc(Br)cc2)o1	-7	·	3	7	-1	-2	4	-7	-1
Cc1cc(Cl)ccc1OCC(=O)NCCOc1nc(N2CCCCC2)nc(N2CCOCC2)n1	5	-10	7	2	11	0	-11	0	-10
O=C(O)c1nc(N2CCOCC2)nc(N2CCOCC2)n1	-3	0	4	-19	9	11	-17	5	-4
O=S(=O)(NCc1ccco1)c1ccc2c(c1)Cc1ccccc1-2	-15	-2	-3	34	-5	-23	-30	-3	6
Cc1nc2nc[nH]n2c(=O)c1NC(=O)CC12CC3CC(CC(C3)C1)C2	-7&1	-9	2&6	-5&-10[fluorescence artefact?]	-8	-11	4	8	7
COc1cc(C2C3=C(CC(c4ccco4)CC3=O)Nc3ccccc3N2C(C)=O)cc(OC)c1OC (stereo unspecified)	3	-32	·	24	0	3	16	-5	0
CC(C)CCn1nnnc1C(c1ccc(F)cc1)N1CCN(C(=O)c2ccco2)CC1 (stereo unspecified)	1	-5	6	6	16	20	-52	2	-16
C=CCS/C(=N\n1cnc2ccccc2c1=O)N1CCCCC1	·	-33	·	·	8	4	16	-6	-7
Cc1nc2ccc(S(=O)(=O)NCC(=O)N3CCc4ccccc43)cc2s1	-18	23	-5	-4	11	-12	-24	-6	-12
COC(=O)CC1SC(=O)NC1=Nc1cccc(C)c1 (stereo unspecified)	9	9	2	-2	-8	-29	2	-3	5
Cc1cc(C(=O)CSc2nnc(-c3cccs3)n2Cc2ccccc2)c(C)n1C	-16[fluorescence artefact?]	5	-3	3	0	-22	-13	-10	0
CC(C)(C)C(=O)Nc1ccccc1C(=O)Nc1ccccn1	-2	-7	-1	-1	0	-25	-20	17	2
Cc1ccc(C(=O)Oc2cc(C)n(C)c(=O)c2)cc1	·	-4	·	·	0	-33	7	-2	2
CSc1nc2c(cnn2-c2ccc(C)c(C)c2)c(=O)[nH]1	11	-20	9	38[fluorescence artefact?]	·	-18	0	24	·
O=C(CCCN1C(=O)c2ccccc2C1=O)N1CCN(c2ccccn2)CC1	-18	-22	1	3[fluorescence artefact?]	-7	-8	-2	-2	10
Cc1ccc(C(=O)NNC(=O)c2cc(OCC(F)(F)F)ccc2OCC(F)(F)F)cc1	·	19	·	·	20	13	-21	-8	-20
CC1=CC(c2ccccc2)n2nc(N3C(=O)c4ccccc4C3=O)nc2N1 (stereo unspecified)	10	-3	11	-5	6	-58	15	3	-7
CO/N=C/NC(=O)C1=NOC(CNc2ncc(C(F)(F)F)cc2Cl)C1 (stereo unspecified)	-10	1	0	-12	7	-12	-11	3	-5
COc1cc(N2CCCC2)c(OC)cc1/C=C(/C#N)c1cccc(F)c1	9	8	3	-2	-12	16	-16	-7	11
CCOc1cccc(-c2nnc3sc(COc4ccc(Cl)cc4)nn23)c1	1	50	2	24[fluorescence artefact?]	5	-31	-28	-2	-6
Cc1ccc(S(=O)(=O)CCc2nc3ccccc3s2)cc1C	11	-13	0	-9	-1	-4	-2	-9	4
CC(C)CNC(=S)NC1CC2CCC(C1)N2Cc1ccccc1 (stereo unspecified)	·	4	·	·	14	-20	·	-37	-12
O=C(Nc1nc(-c2cccc([N+](=O)[O-])c2)cs1)C(c1ccccc1)c1ccccc1	·	11	·	·	1	7	-12	4	2
C=C(C)c1cccc(C(C)(C)NC(=O)N(Cc2ccccc2)Cc2ccco2)c1	13	7	0	1	11	4	·	-34	-8
COC(=O)C1CSc2[nH]c(=O)sc2C1c1ccc(OC)c(OC)c1 (stereo unspecified)	3	18	4	1	9	2	-7	-8	-7
CCOc1ccccc1OCC(=O)Nc1ccc(N2CCCCC2)cc1	1	-2	3	15	4	15	6	10	-4
Cc1c(NS(=O)(=O)c2ccccc2)cc(Cl)c(O)c1C	8[fluorescence artefact?]	-6	8	1	0	-1	-14	9	-2
c1ccc2[nH]c(NCCCN3CCOCC3)nc2c1	0	-1	9	1	-1	-7	-14	-3	0
CCOC(=O)c1c(C)sc2c1N(C(C)=O)c1cc(Cl)ccc1S2	5	-7	7	-12	-1	2	-6	17	4
CC(=O)c1ccc2c3c(cccc13)C(=O)N(c1c(C)nn(C)c1C)C2=O	-5	2	2	0[fluorescence artefact?]	-4	-5	3	9	8

A portion of the library; count on the stated rates, not on these rows.
